HEK293 tox = qHTS of GLP-1 Receptor Inverse Agonists: Cytotox Screen | Potency, µM (highest dose often 38.3 µM), for the others: top-dose activity change, negative = inhibition, usual class: inhibitors | HEK293 cAMP-luciferase reporter cells, luminescence, 24 h | actives 0.13% (n = 410,000);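 also: loss of luciferase light is scored as toxicity; potency is read from the fitted curve at half-maximal effect; % is scaled to controls: 0 for no effect and ±100 for the full control effect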
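To flag toxic compounds, the library was rerun on cells for 24 hr at 37 deg C and 5% CO2. Viability-linked luminescence was captured 12 min after adding luciferase detection reagent.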
DRD3 agonist = qHTS of D3 Dopamine Receptor Agonist: qHTS; D(3) dopamine receptor (Homo sapiens), P35462; D3R DiscoveRx beta-arrestin cells, luminescence, 90 min; max activation, %; actives 0.58% (n = 410,000); in the data active = max activation above about 30%; also: 0% is about no effect; mostly tested at two doses, the higher about 12 µM
Target sequence (P35462 whole entry, looked up): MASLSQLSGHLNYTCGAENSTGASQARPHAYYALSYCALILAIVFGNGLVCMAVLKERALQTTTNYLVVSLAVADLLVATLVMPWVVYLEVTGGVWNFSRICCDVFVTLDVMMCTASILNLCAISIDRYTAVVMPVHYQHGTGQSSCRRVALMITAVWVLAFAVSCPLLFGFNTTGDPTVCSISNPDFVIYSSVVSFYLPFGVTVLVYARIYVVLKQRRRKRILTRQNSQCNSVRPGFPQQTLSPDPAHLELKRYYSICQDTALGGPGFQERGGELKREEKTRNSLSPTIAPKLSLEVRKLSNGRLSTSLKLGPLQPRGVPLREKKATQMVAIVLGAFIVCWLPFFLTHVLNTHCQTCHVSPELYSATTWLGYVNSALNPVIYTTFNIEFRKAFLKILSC
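Agonist-mode cell screen: cells plated at 1500/well and incubated overnight at 37 °C, then exposed to library compounds for 90 min at 37 °C. Detection reagent was added for 30–60 min at room temperature, and luminescence was read.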
GLP-1R inv ag = qHTS of GLP-1 Receptor Inverse Agonists (Inhibition Mode) | Glucagon-like peptide 1 receptor (Homo sapiens), P43220 | HEK293 GLP-1R CRE-luciferase, luminescence, 24 h; GLP-1R form is constitutively active | Potency, µM (top dose mostly 38.3 µM), for the others: at the highest dose activity change, negative = inhibition, usual class: inhibitors | actives 1.6% (n = 410,000) | AID 624417, 2012; also: potency is read from the fitted curve at half-maximal effect; % is scaled to controls: 0 for no effect and ±100 for the full control effect; nearly all actives have a fitted effect of over 55% in size
Target sequence (P43220 whole entry, looked up): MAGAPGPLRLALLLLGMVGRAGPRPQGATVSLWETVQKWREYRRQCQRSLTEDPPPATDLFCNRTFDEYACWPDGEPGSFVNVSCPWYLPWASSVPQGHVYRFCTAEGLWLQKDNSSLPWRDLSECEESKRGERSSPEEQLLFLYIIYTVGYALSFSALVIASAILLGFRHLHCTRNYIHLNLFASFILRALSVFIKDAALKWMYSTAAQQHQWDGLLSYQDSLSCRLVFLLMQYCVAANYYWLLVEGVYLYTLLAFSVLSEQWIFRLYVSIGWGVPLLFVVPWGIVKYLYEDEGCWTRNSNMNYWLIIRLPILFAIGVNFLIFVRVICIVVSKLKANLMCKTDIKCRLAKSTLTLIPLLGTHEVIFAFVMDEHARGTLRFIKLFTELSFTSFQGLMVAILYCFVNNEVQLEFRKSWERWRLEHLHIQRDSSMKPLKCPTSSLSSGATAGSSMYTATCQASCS
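GLP-1R inverse agonism mode: basal reporter luminescence in engineered HEK293 cells measured after one day of compound exposure at 37 deg C, with a 12 min room-temperature detection step.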
Numbers without * were called inactive; u = inconclusive; [ ] = another dose, or the depositor's remark. Unless noted, calls follow the shape of the dose curve; as a rule, active = well fitted curve in the direction sought with a large enough effect; inconclusive = small, poorly fitted or top-dose-only effect, or another doubt; inactive = no such curve, though single readings can be large; an effect the other way counts as inactive or inconclusive. An excerpt. The share of hits here may be higher or lower than overall.

Below each compound: HEK293 tox	DRD3 agonist	GLP-1R inv ag
#1 COc1ccc(N2CCN(C(=O)CSc3n[nH]c(-c4ccccc4Cl)n3)CC2)cc1
 : -13%	-7	4%
#2 Cc1oc2ccc(O)c(CN3CCCC(C)C3)c2c1C(=O)Nc1ccccc1 (configuration not stated)
 : 6%	7	u
#3 O=[N+]([O-])c1ccc(C(c2sc3nc(-c4ccco4)nn3c2O)N2CCN(Cc3ccccc3)CC2)cc1 (configuration not stated)
 : 3%	1	3%
#4 Cc1cc(C)c2nc(N(Cc3cccnc3)C(=O)CCS(=O)(=O)c3ccccc3)sc2c1
 : -7%	1	12%
#5 COc1ccc(CNC(=O)c2cnn3c(C)c(Cc4ccc(F)cc4)c(C)nc23)cc1
 : 15%	-6	2%
#6 O=C(CSc1nc2sc3c(c2c(=O)[nH]1)CCCC3)Nc1ccccc1F
 : 0%	0	16%
#7 Cc1ccc(Cn2cc(CCC(=O)NCc3ccccc3F)c3ccccc32)cc1
 : -3%	9	u
#8 O=C(NCCc1csc(-c2cccc(F)c2)n1)c1ccccc1C(F)(F)F
 : -3%	0	u
#9 Cc1ccc(NC(=O)c2ccc(CNS(=O)(=O)c3ccc4c(c3)C(C)(C)C(=O)N4C)cc2)cc1C
 : -9%	13	u
#10 COc1ccc(-n2nc3c(N4CCC(C(=O)NCCc5ccccc5)CC4)nnc(C)c3c2C)cc1
 : -1%	-4	5%
#11 CC(=O)Nc1ccc(Nc2nc3ccc(Cl)cc3n3cnnc23)cc1
 : 7%	9	8%
#12 Cc1ccc(OCCCn2c(C3CC(=O)N(c4cccc(Cl)c4)C3)nc3ccccc32)c(C)c1 (configuration not stated)
 : 1%	-21	u
#13 Cc1cc(F)ccc1NC(=O)C1CCN(C(=O)c2cnn(-c3ccccc3)c2-n2cccc2)CC1
 : -1%	4	-1%
#14 CCCCN(CCCC)S(=O)(=O)c1ccc(NC(=O)c2c(-c3ccccc3)noc2C)cc1
 : 2%	-17	u
#15 CCOC(=O)c1c(NC(=O)c2cc(Cl)ccc2Cl)sc2c1CCCC2
 : 1%	-9	5%
#16 Oc1ccc(NCc2ccccc2OCc2ccccc2Cl)cc1
 : u	-3	-14%
#17 Cc1ccc(Oc2c(C(F)(F)F)oc3c(CN4CCCCC4)c(O)ccc3c2=O)cc1
 : 1%	-3	7%
#18 CSc1cccc(-n2nnc(-c3nsc(NC(=O)c4cccs4)n3)c2C)c1
 : -6%	-14	5%
#19 O=C(Nc1nc2n(n1)C(c1ccc(F)cc1)C=C(c1ccccc1)N2)c1cccc([N+](=O)[O-])c1 (configuration not stated)
 : 89%[activator]	4	22%
#20 Cc1ccc(-n2nc3c(N4CCCC(C(=O)NCc5ccc(Cl)cc5)C4)nnc(C)c3c2C)cc1 (configuration not stated)
 : 0%	10	1%
#21 O=C(NCCCc1ccccc1)C1CCN(C(=O)N2CCOc3ccc(Cl)cc32)CC1
 : -11%	6	u
#22 COc1ccc(C2=C(N3CCN(c4cc(Cl)ccc4C)CC3)c3ccccc3C2=O)cc1
 : 4%	0	6%
#23 Cc1ccc(CNC(=O)C(=O)NCC(c2cccs2)S(=O)(=O)c2cccs2)cc1 (configuration not stated)
 : -8%	-2	2%
#24 Cc1ccc(-n2nnc(-c3nsc(NC(=O)c4ccccc4)n3)c2C)cc1
 : 2%	-2	14%
#25 CCOc1ccc(NC(=O)C2CCN(S(=O)(=O)c3c(C)noc3/C=C/c3ccco3)CC2)cc1
 : 4%	-2	-8%
#26 COc1cccc(CNC(=O)c2ccc3nc(-c4ccccc4)c(-c4ccccc4)nc3c2)c1OC
 : -17%	8	26%
#27 Cc1cc(C)cc(NC(=O)CSc2nnc(CNC(=O)c3c(F)cccc3Cl)o2)c1
 : 2%	-7	8%
#28 CCc1ccc(S(=O)(=O)c2cnc3ccc(OC)cc3c2N2CCCC(C)C2)cc1 (configuration not stated)
 : 1%	-14	u
#29 COCCCNC(=O)N1[C@H](c2cccs2)[C@@H](C)C(=O)[C@@H](C)[C@@H]1c1cccs1
 : 14%	-9	1%
#30 CCOc1ccc(-n2nc3cc(C)c(NC(=O)c4cc(OCC)c(OCC)c(OCC)c4)cc3n2)cc1
 : -11%	6	7%

Part of the list above in another layout.
#23 Cc1ccc(CNC(=O)C(=O)NCC(c2cccs2)S(=O)(=O)c2cccs2)cc1 (configuration not stated)
  HEK293 tox = -8%; DRD3 agonist = -2; GLP-1R inv ag = 2%
#24 Cc1ccc(-n2nnc(-c3nsc(NC(=O)c4ccccc4)n3)c2C)cc1
  HEK293 tox = 2%; DRD3 agonist = -2; GLP-1R inv ag = 14%
#25 CCOc1ccc(NC(=O)C2CCN(S(=O)(=O)c3c(C)noc3/C=C/c3ccco3)CC2)cc1
  HEK293 tox = 4%; DRD3 agonist = -2; GLP-1R inv ag = -8%

(cont.)
Below each compound: HEK293 tox	DRD3 agonist	GLP-1R inv ag
#31 CC(NC(=O)c1ccc(Nc2nc3ccccc3n3nnnc23)cc1)c1ccccc1 (configuration not stated)
 : 2%	-10	-16%
#32 CCOc1ccccc1C1CC(=O)Oc2c1c(=O)n(C)c1ccccc21 (configuration not stated)
 : -2%	-3	5%
#33 CCc1nn(CC(=O)NCCc2ccc(OC)cc2OC)c(=O)c2cc3c(OC)cccc3n12
 : 5%	2	-1%
#34 CCC(C)NC(=O)c1[nH]c2cc(OC)ccc2c1Sc1ccc(C)cc1 (configuration not stated)
 : 4%	-2	u
#35 Cc1cc(C)c2c(CC(=O)Nc3c(C(=O)Nc4ccc(Cl)cc4)oc4ccccc34)coc2c1
 : 3%	-3	-2%
#36 Cc1ccc(NC(=O)CCSc2nc(-c3ccco3)cc(C(F)(F)F)n2)cc1F
 : -6%	26	4%
#37 Cc1ccc(OCCn2c(C3CC(=O)N(Cc4ccc(F)cc4)C3)nc3ccccc32)c(C)c1 (configuration not stated)
 : u	-16	u
#38 Cc1ccc2c(CC(=O)N(Cc3cccc(Cl)c3)C3CCS(=O)(=O)C3)coc2c1 (configuration not stated)
 : -2%	0	u
#39 CCC(C)NC(=O)c1ccc2c(c1)nc1n2CCCCC1 (configuration not stated)
 : 1%	-9	-12%
#40 CCN1CCN(c2cc(C)c3cc(NC(=O)/C=C/c4ccc(OCCC(C)C)cc4)ccc3n2)CC1
 : -1%	-3	3%
#41 CCc1nnc(NC(=O)CSc2nccn2Cc2ccc(Cl)cc2)s1
 : -2%	-22	1%
#42 CCn1cc2c(n1)-c1c(oc(C(=O)Nc3cccc(C)c3C)c1C)CC2
 : -7%	-6	12%
#43 COc1cccc(NC(=O)Cn2c(=O)n(CC(=O)NCCc3ccccc3)c(=O)c3sccc32)c1
 : 1%	-17	9%
#44 CC(=O)c1ccc(NC(=O)CN(C)S(=O)(=O)c2cccc3nsnc23)cc1
 : 2%	6	4%
#45 COc1ccc(-c2nc(CN3CCC(C(=O)NCc4ccc(C)cc4)CC3)c(C)o2)cc1OC
 : -7%	0	6%
#46 COc1ccc(CCNS(=O)(=O)c2ccc(N3CCCCS3(=O)=O)cc2)cc1
 : -1%	-10	-21%
#47 O=C(CSc1cn(CC(=O)N2CCOCC2)c2ccccc12)Nc1ccccc1
 : 1%	8	1%
#48 Cc1ccccc1Nc1nnc(-c2ccc(C)c(S(=O)(=O)N3CCCCC3)c2)c2ccccc12
 : 1%	-24	3.2µM*
#49 COc1ccccc1C1=NS(=O)(=O)N(C)C(C(=O)Nc2cc(OC)c(OC)c(OC)c2)=C1
 : 0%	7	4%
#50 CCCS(=O)(=O)NCCc1sc2nc(-c3ccc(Cl)cc3)nn2c1C
 : -10%	4	u
#51 COc1ccc(NC(=O)NCC2CCN(Cc3ccccc3F)CC2)c(OC)c1
 : 0%	-18	-19%
#52 Cc1nc2c(C(=O)NCCc3ccc(Cl)cc3)c[nH]n2c(=O)c1Cc1ccc(Cl)cc1
 : 3%	-18	u
#53 C=Cc1ccc(CN2C(=O)N(c3cccc(Cl)c3)S(=O)(=O)c3ccccc32)cc1
 : -15%	10	u
#54 CCc1ccccc1NC(=O)CN1C(=O)CCn2nc(-c3cccn3C)cc21
 : -3%	4	10%
#55 COc1ccc(NC(=O)c2csnn2)cc1Cl
 : -3%	-3	20%
#56 COc1ccc(S(=O)(=O)NCC(c2ccco2)N2CCOCC2)cc1OC (configuration not stated)
 : 5%	-10	-3%
#57 Cc1ccccc1CNC(=O)c1ccc2c(c1)N(Cc1ccccc1)CCS2
 : -6%	-18	u
#58 CCc1nc2ccccc2n1CCCCOc1ccc(Cl)cc1
 : 24%	1	u
#59 CCCCCn1cc2c(c1-c1ccc(Cl)cc1)c(=O)n(C)c(=O)n2C
 : 5%	-8	-1%
#60 CCOC(=O)c1cccc(NC(=O)c2cc(CN3CCOCC3)on2)c1
 : 4%	5	11%

Below each compound: HEK293 tox	DRD3 agonist	GLP-1R inv ag
#61 CCCCC(CC)CNC(=O)CN1C(=O)CSc2ccc(S(=O)(=O)N3CCOCC3)cc21 (configuration not stated)
 : -2%	15	-11%
#62 CCc1ccc(NC(=O)C(=O)NCC(c2cccnc2)N2CCOCC2)cc1 (configuration not stated)
 : 0%	-6	5%
#63 Cc1ccc(-c2nc3ncccc3o2)cc1NC(=O)c1cccc(OCC(C)C)c1
 : 3%	11	-22%
#64 COc1ccc(OC)c(NC(=O)Cn2c(=O)c3cccn3c3ccccc32)c1
 : 2%	7	23%
#65 CCc1ccc(NC(=O)Cn2nc3c4ccccc4n(Cc4ccccc4)cc-3c2=O)cc1
 : 14%	-2	11%
#66 COc1cccc(/C=C/c2nc(C#N)c(N(C)Cc3ccccc3)o2)c1
 : 72%[activator]	-13	-20%
#67 COc1ccc(S(=O)(=O)NCCc2csc(-c3ccc(F)cc3)n2)cc1F
 : -13%	-7	u
#68 CCNc1ccc(-c2nc(-c3ccco3)no2)cc1[N+](=O)[O-]
 : 1%	4	28%
#69 CCCc1cc(=O)oc2cc(C)c3c(C(C)(C)C)coc3c12
 : -4%	-5	-3%
#70 COc1ccc(-n2nc(C(=O)N3CCN(c4cccc(C)c4C)CC3)c3c4ccccc4n(C)c3c2=O)cc1Cl
 : -1%	-8	-5%
#71 Cc1ccc(C)c(CN2C(=O)c3ccccc3S(=O)(=O)c3ccc(C(=O)NCCC4=CCCCC4)cc32)c1
 : 2%	-1	-23%
#72 CC1=C(c2ccc(F)cc2)S(=O)(=O)N=C1N1CCC(C(=O)NCCc2ccccc2)CC1
 : -3%	5	7%
#73 COc1cc(CN(C(=O)c2cccc(Cl)c2)c2ccccn2)cc(OC)c1OC
 : 3%	-1	13%
#74 COc1ccc(C(=O)NCC2(N3CCN(C)CC3)CCCCC2)cc1
 : -12%	-2	15%
#75 Cc1cc(C)cc(NC(=O)N2CCC(CN3CCc4ccccc4C3)CC2)c1
 : -2%	-19	-23%
#76 CCOC(=O)N1CCC(NC(=O)c2cnn(-c3ccc(C)cc3)c2-n2cccc2)CC1
 : 10%	-10	6%
#77 O=[N+]([O-])c1cc(-c2nc(-c3cccnc3)no2)ccc1NCc1ccccc1
 : 7%	-5	15%
#78 CCOc1ccc(CNS(=O)(=O)c2ccc3c(c2)CCCN3C(C)=O)cc1
 : 5%	8	-10%
#79 CCc1ccc(S(=O)(=O)c2cn(Cc3ccccc3F)c3cc(OC)c(OC)cc3c2=O)cc1
 : -12%	11	-19%
#80 Cc1ccc(OCC(=O)OCc2cc(=O)n3nc(-c4cccs4)sc3n2)cc1
 : -3%	3	16%
#81 O=C(NC1CC(=O)N(c2cccc(F)c2)C1)c1ccc2c(c1)OCO2 (configuration not stated)
 : -3%	-36	-4%
#82 CC1=C(c2ccc(C(C)C)cc2)S(=O)(=O)NC1=NCc1ccc(OC(C)C)cc1
 : -8%	1	7%
#83 CCN1C(=O)c2ccccc2Sc2ccc(NC(=O)c3cccc(C)c3)cc21
 : 7%	3	u
#84 CCc1cccc(CC)c1NC(=O)C(Cc1ccccc1)NS(=O)(=O)c1cccc2nsnc12 (configuration not stated)
 : -5%	-8	u
#85 CCOc1ccc(-n2nc3ccc(NC(=O)COc4ccccc4)cc3n2)cc1
 : 3%	8	-15%
#86 Cc1ccc(Nc2c3c(nc4nncn24)CCC3)c(C)c1
 : 6%	1	-13%
#87 Cc1ccc(/C=C/c2onc(C)c2S(=O)(=O)N2CCC(C(=O)NCc3ccc(C)o3)CC2)cc1
 : 3%	-13	-12%
#88 CCOc1ccccc1NC(=O)Nc1ccccc1OCc1cc(=O)n2ccccc2n1
 : -10%	6	-5%
#89 COc1cc(NS(=O)(=O)c2c(C)nc3sc(C)c(C)n3c2=O)cc(OC)c1
 : -2%	4	4%

Screening data: PubChem BioAssay, National Center for Advancing Translational Sciences (NCATS)
